# Screens from PubChem.
# BLM helicase inh: Bloom syndrome helicase (human) inhibition; Potency, µM (series often up to 56.1 µM), for inactives: at the top dose activity change, negative = inhibition, most hits filed as inhibitors; recombinant BLM DNA unwinding, fluorescence dequenching; 0.2% of 350,000 active;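 further: potency means the concentration at half of the fitted maximal effect; plate controls were vehicle for no effect and no enzyme for full effect; nearly all actives have a fitted effect of over 35% in size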
# ERG-DNA inh: inhibitors of human ERG Ets domain-DNA interaction. AID 624246. Potency, µM (top dose mostly 76.9 µM), for inactives: at the highest dose FP activity, negative = inhibition, actives largely listed as inhibitors. fluorescence polarization, His-ERG Ets domain / labelled DNA. 0.028% of 370,000 active; active means well fitted inhibition curve with a large enough effect in the polarisation, with a control signal flat; inconclusive means small, poorly fitted or top-dose-only effect, or effect the other way, or a change in a side signal; inactive means no such curve, though single readings can be large or run the other way; the % refers to the polarisation;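 further: polarization taken with two DNA probes labelled with fluorescein and Texas red; potency means the concentration at half of the fitted maximal effect; % of control where 0% means no effect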
# Target sequence (P11308 whole entry, looked up, the tested form may be a part): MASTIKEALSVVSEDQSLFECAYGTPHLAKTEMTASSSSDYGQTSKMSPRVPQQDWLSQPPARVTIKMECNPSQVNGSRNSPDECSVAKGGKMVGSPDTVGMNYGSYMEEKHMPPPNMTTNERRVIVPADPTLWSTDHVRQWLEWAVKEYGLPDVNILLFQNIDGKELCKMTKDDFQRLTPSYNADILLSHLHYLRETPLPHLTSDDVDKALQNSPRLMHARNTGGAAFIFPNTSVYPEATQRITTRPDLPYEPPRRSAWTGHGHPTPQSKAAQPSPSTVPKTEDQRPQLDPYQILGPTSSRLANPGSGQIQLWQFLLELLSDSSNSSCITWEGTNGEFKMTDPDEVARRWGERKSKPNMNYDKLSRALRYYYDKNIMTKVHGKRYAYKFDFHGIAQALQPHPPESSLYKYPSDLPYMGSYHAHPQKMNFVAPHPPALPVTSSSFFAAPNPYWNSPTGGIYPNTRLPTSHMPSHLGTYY
#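 His-tagged ERG Ets domain (1 uM in the protein solution; 300mM KCl, 50mM Tris-HCl, 1mM EDTA, 1mM DTT, pH 7.5) received compound, then a probe mix of 5 nM fluorescein-DNA and 100nM Texas-615-DNA. Fluorescence polarization was read for both dyes.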
# TRHR agonist: activates the human TRH receptor; TRHR cells, calcium flux fluo-8, FDSS agonist mode; activation, % at 2 µM; 0.18% of 360,000 active; in the data active means activation above about 30%; further: 0% is about no effect
#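 Steps: seed TRHR cells overnight; add fluo-8 no-wash Ca dye, RT 30 min–1.5 h; record 10 s baseline; pin-transfer compounds; monitor fluorescence 1 cycle/s for the agonist window. Calcium increases flag candidate agonists.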
# ALOX12 inh: ALOX12 (human) lipoxygenase inhibition. P18054. purified 12hLO, xylenol orange hydroperoxide absorbance. Potency, µM (doses to about 108 µM), without a hit: at the top dose activity change, negative = inhibition, usual class: inhibitors. 1.1% of 580,000 active; further: potency means the concentration at half of the fitted maximal effect; on the % scale 0 is the no-effect control and ±100 the full control effect
#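 Purified human 12hLO (150 nM final) in 25 mM Hepes, 0.01% Triton X-100, pH 7.0 was preincubated 15 min at room temperature with compound. Then 40 uM arachidonic acid was added, 30 min. Hydroperoxide was read by Fe-XO absorbance ratio 573/405 nm.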
# Pol beta inh: inhibitors of human DNA polymerase beta. P06746. Pol beta primer extension/strand displacement, fluorescence kinetic. Potency, µM (series often up to 114 µM), inactives show at the top dose activity change, negative = inhibition, actives largely listed as inhibitors. 1.3% of 340,000 active; further: potency means the concentration at half of the fitted maximal effect; on the % scale 0 is the no-effect control and ±100 the full control effect
#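 Enzyme-only controls used 10 nM Pol beta; buffer lacking enzyme served as negative control. Compound preincubated 15 min, then 50 nM substrate added; 0 and 10 min reads at room temperature.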
# POLK inh: DNA polymerase kappa (human) inhibition. Q9UBT6. purified Pol kappa, fluorescent DNA synthesis assay, 10 min. Potency, µM (titrated, usually from 107 µM), inactives show at the highest dose activity, negative = inhibition, most hits filed as inhibitors. 0.53% of 400,000 active. AID 588579; further: potency means the concentration at half of the fitted maximal effect; on the % scale 0 is the no-effect control and ±100 the full control effect
#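 50 nM final substrate added after 15 min RT preincubation of 10 nM Pol kappa with compound; fluorescence read at 0 and 10 min.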
# Apoferritin bind: binds horse apoferritin like a general anesthetic | Potency, µM (titrated, usually from 77.5 µM), without a hit: top-dose activity change, negative = displacement, usual class: inhibitors | AID 485281 | 0.074% of 350,000 active | apoferritin/1-aminoanthracene competitive binding, fluorescence; further: potency means the concentration at half of the fitted maximal effect; on the % scale 0 is the no-effect control and ±100 the full control effect; nearly all actives have a fitted effect of over 20% in size
# Target sequence (P02791 2-175 limits assumed): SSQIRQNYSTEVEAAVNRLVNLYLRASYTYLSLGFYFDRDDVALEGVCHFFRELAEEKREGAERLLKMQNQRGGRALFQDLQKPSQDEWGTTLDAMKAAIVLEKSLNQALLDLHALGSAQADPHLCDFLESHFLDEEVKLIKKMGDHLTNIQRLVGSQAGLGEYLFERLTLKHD
#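 Steps: apoferritin (10 uM) was premixed with half-saturated 1-AMA in PBS, compounds were pin-transferred, plates stood 10 min at room temperature, fluorescence was read at 380/535 nm, and curves were fitted with a Hill equation.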
# POLI inh: inhibitors of human DNA polymerase iota; Pol iota fluorescent replication assay, 10 min; Potency, µM (highest dose often 115 µM), for the others: at the top dose activity, negative = inhibition, actives largely listed as inhibitors; AID 588590; Q9UNA4; 1% of 390,000 active; further: potency means the concentration at half of the fitted maximal effect
#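 Pol iota at 10 nM preincubated 15 min with compounds at room temperature; reaction started with fluorescent substrate, 50 nM final. Fluorescence read kinetically at 0 and 10 min; buffer-only wells as negative control.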
# APEX1 inh: inhibitors of human APE1 endonuclease; recombinant APE1, TAMRA/BHQ-2 abasic DNA cleavage fluorescence; Potency, µM (top dose mostly 65.8 µM), for the others: at the top dose activity change, negative = inhibition, actives largely listed as inhibitors; P27695; 0.35% of 350,000 active; AID 2517;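 further: potency means the concentration at half of the fitted maximal effect; plate controls were vehicle for no effect and reference inhibitor for full effect; nearly all actives have a fitted effect of over 55% in size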
# Target sequence (P27695 whole entry, looked up): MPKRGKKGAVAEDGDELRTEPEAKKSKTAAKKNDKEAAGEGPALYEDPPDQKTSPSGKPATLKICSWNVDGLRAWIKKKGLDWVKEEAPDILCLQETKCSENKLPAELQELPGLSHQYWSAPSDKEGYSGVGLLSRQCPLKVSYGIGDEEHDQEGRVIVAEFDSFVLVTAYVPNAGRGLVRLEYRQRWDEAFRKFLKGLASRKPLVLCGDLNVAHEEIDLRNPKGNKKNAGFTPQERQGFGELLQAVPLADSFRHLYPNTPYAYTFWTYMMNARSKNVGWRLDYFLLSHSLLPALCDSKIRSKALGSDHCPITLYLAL
#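 Step 1: APE1 (0.75 nM) with compound, 15 min RT. Step 2: add 50 nM fluorophore/quencher THF duplex. Step 3: three fluorescence reads 60 s apart (525/598 nm); read 3 minus read 1 = reaction progress.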
# * hit, by the source's call; ? = inconclusive; . = no result given; & = joins results of further samples; [ ] = dose if it differs, or a comment. Unless noted, the call rests on the fitted dose curve; in most records, active means well fitted curve in the direction sought with a large enough effect; inconclusive means small, poorly fitted or top-dose-only effect, or another doubt; inactive means no such curve, though single readings can be large; an effect the other way counts as inactive or inconclusive. These rows are one share of the data. The share of hits here may be higher or lower than overall.
SMILES,BLM helicase inh,ERG-DNA inh,TRHR agonist,ALOX12 inh,Pol beta inh,POLK inh,Apoferritin bind,POLI inh,APEX1 inh
CCOc1ccc(NC(=O)c2ccc3c(c2)N(Cc2ccc(F)cc2)C(=O)CS3=O)cc1 (stereo not given),-10%,-6%,0.2,432%[activator],-23%,11%,-23%,33%[activator],-11%
O=C(NCCCN1CCOCC1)c1ccco1,0%,-3%,0.0,1%,32%,1%,-6%,26%,-9%
COc1cc(-c2n[nH]c(=S)n2-c2ccccc2C(F)(F)F)cc(OC)c1OC,3%,-2%,-0.3,-9%,?,-6%,2%,116%[activator],2%
CN(C(=O)C(=O)Nc1ccc2nc3n(c(=O)c2c1)CCCCC3)c1cccc(C(F)(F)F)c1,-4%,-1%,-1.1,-12%,33%,-4%,-4%,11%,.
CCCC(=O)Nc1ccccc1NC(=O)c1ccc(OC(C)=O)cc1,-4%,7%,0.0,-3%,25%,-20%,-5%,44%[activator],31%[activator]
COc1cc(C(=O)NNC(=S)NC(=O)/C=C/c2ccccc2)cc(OC)c1OC,-4%,2%,0.4,?,-20%,4%,-13%,82%[activator],3%
COc1cccc(C(=O)Nc2cc3c(cc2Cl)OCCCO3)c1,-2%,-14%,-0.7,3%,27%,-9%,-13%,19%,15%
Cc1ccc(-c2ccc(/C=N/NC(N)=S)o2)cc1,0%,-2%,-1.1,45µM*,3%,-9%,0%,45%[activator],0%
COC(=O)Cc1ccc(NC(=S)N2CCC(Cc3ccccc3)CC2)cc1,-5%,1%,0.5,?,2%,0%,0%,123%[activator],-10%
COc1cccc(COC(=O)C2CC(=O)N(Cc3ccc(C)cc3)C2)c1OC (stereo not given),.,-6%,-0.5,2%,.,-6%,.,31%[activator],6%
COc1cc(/C=C2/C(=N)N3C=CSC3=NC2=O)ccc1OCCCOc1ccccc1C,-13%,.,-1.0,9%,-3%,-18%,-15%,23%,?
NCCCCc1cn(CC(=O)N2CCNCC2)nn1,2%,-16%,0.0,-21%,0%,5%,0%,?,2%
O=C(COC(=O)C1CC2C=CC1C2)Nc1ccccc1[N+](=O)[O-] (stereo not given),.,.,.,-15%,.,-9%,.,20%,10%
Cc1c(C(=O)N(C)c2ccccc2)oc2c1C(O)CC(C)(C)C2 (stereo not given),3%,-5%,-0.4,0%,25%,10%,-3%,-21%,22%
CCOC(=O)C1(Cc2cccc(F)c2)CCN(Cc2cnn(CC)c2)CC1,0%,2%,-0.4,-1%,25%,-4%,-8%,120%[activator],1%
Cc1cccc(NC(=O)COC(=O)c2ccc(C)c(S(=O)(=O)N3CCCCC3)c2)c1,.,3%,1.9,-10%,.,-4%,.,5%,-9%
NC(=O)C1CCCN(Cc2ccc3ccccc3c2)C1 (stereo not given),5%,3%,0.0,-2%,-21%,-8%,-23%,-24%,4%
CCN(CC)CCCNC1=C(Cl)C(=O)c2ccccc2C1=O,-30%,7%,0.0,-20%,9%,-24%,-8%,?,-4%
Cc1cc(C)c2cc(CNC3CCCC3)c(Cl)nc2c1,11%,5%,-0.9,-6%,1%,5%,-6%,3%,3%
Cc1cccc(C(=O)N[C@H](C(=O)Nc2ncc(C)s2)C(C)C)c1,-3%,-3%,0.5,-10%,1%,-6%,-14%,84%[activator],1%
N#Cc1ccccc1NC(=O)COC(=O)/C=C/c1cn(-c2ccccc2)nc1-c1ccc(Cl)cc1,-1%,1%,0.0,9%,8%,-3%,1%,67%[activator],2%
Cc1ccc(-c2nc(CS(=O)(=O)CC(=O)NCCc3ccccc3)c(C)o2)cc1,-1%,3%,0.0,-17%,5%,-6%,-14%,3%,.
CCC(C)c1ccccc1N1CC(C(=O)Nc2ccc(N3CCOCC3)cc2)CC1=O (stereo not given),.,-2%,0.6,15%,.,-22%,.,34%[activator],10%
Cc1cccc(N2CCN(C(=O)CCCn3c(=O)[nH]c4ccsc4c3=O)CC2)c1C,0%,3%,-0.3,0%,12%,4%,-18%,17%,.
O=C(COc1ccccc1)NNC(=O)c1cc2ccccc2oc1=O,4%,-1%,1.1,18%,2%,-8%,-1%,16%,0%

# 2 compounds from above, reduced to ERG-DNA inh and Pol beta inh.
smiles,ERG-DNA inh,Pol beta inh
CCOC(=O)C1(Cc2cccc(F)c2)CCN(Cc2cnn(CC)c2)CC1,2%,25%
Cc1cccc(NC(=O)COC(=O)c2ccc(C)c(S(=O)(=O)N3CCCCC3)c2)c1,3%,.

# New compounds follow
SMILES,BLM helicase inh,ERG-DNA inh,TRHR agonist,ALOX12 inh,Pol beta inh,POLK inh,Apoferritin bind,POLI inh,APEX1 inh
Cc1ccc(N(C)C(=O)CCS(=O)(=O)c2cc3c(cc2Cl)NC(=O)CO3)cc1,1%&0%,-4%&-5%,-0.1&0.1,31%&0%[activator],?,13%&-3%,-15%&-4%,15%&-5%,15%
O=C(Cc1ccc(NC(=O)C2CCCN(C(=O)CCc3ccccc3)C2)cc1)Nc1ccc(C(=O)N2CCOCC2)cc1 (stereo not given),.,13%,.,0%,.,16%,.,36%[activator],.
CCOC(=O)Cc1csc(NC(=O)C(C)(C)CC)n1,2%,.,0.2,13%,-1%,3%[60.1 µM],-4%,?,5%
COc1ccc(CCNC(=O)CCn2c(=O)c3ccccc3n(CC(=O)Nc3ccc(C)cc3C)c2=O)cc1OC,-10%,0%,-1.3,0%,1%,2%,379%[activator],6%,.
NOCc1ccccc1,4%,.,.,.,.,10%[60.1 µM],-7%,.,21%
Cc1cc(NC(=O)CSCCc2ccncc2)no1,0%,-1%,-0.1,-6%,-12%,-7%,2%,16%,?
COc1cc(OC)cc(C(=O)NC(C(=O)NNC(=O)c2ccc(C)cc2)C(C)C)c1 (stereo not given),.,-8%,-0.8,97%[activator],.,-7%,.,0%,56%[activator]
O=C(c1cccc(F)c1)N1CCN(Cc2ccco2)CC1,2%,1%,-0.1,?,9%,-9%,-5%,13%,-1%
O=c1cc(CNC2CCCCC2)c2ccccc2[nH]1,-5%,3%,0.4,0%,2%,2%,-18%,20%,2%
Cc1nc(Cl)cc(CS(=O)(=O)c2ccc(Cl)cc2)n1,-4%,2%,0.3,-16%,8%,2%,-1%,79%[activator],-4%
Cc1cnc(CNc2ncncc2-c2ccccc2C)cn1,-10%,.,.,-10%,.,9%[60.1 µM],.,.,1%
CCc1nc(SCC(=O)NC2CC2)c2c(C)c(C)sc2n1,3%,2%,-1.1,-6%,?,-7%,-8%,45%[activator],51%
COC(=O)C1(O)CC(C(C)C)=NN1C(=O)c1ccc(Cl)cc1 (stereo not given),-1%,-1%,.,0%,3%,-5%,-11%,2%,22%
Cc1c(C)c(C)c(S(=O)(=O)N2CCNCC2)c(C)c1C,-11%,-6%,0.6,0%,22%,-2%,-7%,30%,45%[activator]
COC(=O)CC1C(=O)NCCN1Cc1cn(-c2ccc(C)cc2)nc1-c1cccc(C)c1 (stereo not given),-11%,1%,-1.4,0%,-11%,-4%,?,42%[activator],2%
OC(Cn1nnc2ccccc21)Cn1c(C(F)(F)F)nc2ccccc21 (stereo not given),0%,1%,-0.3,0%,41%,2%,-17%,1%,-4%
COc1ccccc1CNC(=O)Cn1cc2c(n1)CCCC2,0%,-6%,0.0,398%[activator],-1%,5%,-11%,19%,?

# Of the compounds above, seven contain a Cl atom:
SMILES,BLM helicase inh,ERG-DNA inh,TRHR agonist,ALOX12 inh,Pol beta inh,POLK inh,Apoferritin bind,POLI inh,APEX1 inh
COc1cccc(C(=O)Nc2cc3c(cc2Cl)OCCCO3)c1,-2%,-14%,-0.7,3%,27%,-9%,-13%,19%,15%
CCN(CC)CCCNC1=C(Cl)C(=O)c2ccccc2C1=O,-30%,7%,0.0,-20%,9%,-24%,-8%,?,-4%
Cc1cc(C)c2cc(CNC3CCCC3)c(Cl)nc2c1,11%,5%,-0.9,-6%,1%,5%,-6%,3%,3%
N#Cc1ccccc1NC(=O)COC(=O)/C=C/c1cn(-c2ccccc2)nc1-c1ccc(Cl)cc1,-1%,1%,0.0,9%,8%,-3%,1%,67%[activator],2%
Cc1ccc(N(C)C(=O)CCS(=O)(=O)c2cc3c(cc2Cl)NC(=O)CO3)cc1,1%&0%,-4%&-5%,-0.1&0.1,31%&0%[activator],?,13%&-3%,-15%&-4%,15%&-5%,15%
Cc1nc(Cl)cc(CS(=O)(=O)c2ccc(Cl)cc2)n1,-4%,2%,0.3,-16%,8%,2%,-1%,79%[activator],-4%
COC(=O)C1(O)CC(C(C)C)=NN1C(=O)c1ccc(Cl)cc1 (stereo not given),-1%,-1%,.,0%,3%,-5%,-11%,2%,22%
